FUS yeast rescue: FUS proteinopathy suppression in yeast; 390,000 compounds, 0.24% hits; AID 1347120; Potency, µM (titrated, usually from 76.6 µM), inactives show at the highest dose growth rescue (activation), usual class: activators; S. cerevisiae FUS-expressing, growth rescue, OD600, 24 h;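 also: plate controls were DMSO vehicle for no effect and reference control for full effect; nearly all actives have a fitted effect of over 55% in size; some results filed as inactive show a strong effect at the top dose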
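Yeast expressing FUS under galactose induction, OD 0.005 in 2% galactose medium; compounds in a dilution series, 24 h at 30C. Growth rescue by absorbance at 600 nm; CP55940 positive control, DMSO negative.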
EPAC2 antagonist: blocks human EPAC2 exchange factor | Potency, µM (highest dose often 114 µM), for the others: top-dose activity, negative = inhibition, usual class: inhibitors | AID 720708 | 360,000 compounds, 0.18% hits | Q8WZA2 | EPAC2 GEF exchange of Rap1B-BODIPY-GDP, fluorescence; also: % is scaled to controls: 0 for no effect and ±100 for the full control effect; nearly all actives have a fitted effect of over 45% in size; many of its hits are not listed in these tables
aSyn rescue: rescues yeast growth from alpha-synuclein toxicity. Yeast expressing alpha-synuclein, growth rescue, BacTiter-Glo, 24 h. Potency, µM (doses to about 46.1 µM), for the others: top-dose growth rescue (activation), usual class: activators. 370,000 compounds, 0.14% hits. AID 652106; also: % of control where 0% means no effect; nearly all actives have a fitted effect of over 65% in size
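Galactose-induced alpha-syn yeast (OD600=0.02, raffinose-pregrown) + pinned cpd, 24 hr, 30 deg C; growth by BacTiter-Glo luminescence. Growth restoration scores as activation.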
PTHR1 agonist: PTHR1 (human) receptor agonism; HEK293 GP2 PTHR1 cells, GloSensor cAMP luminescence, 1 h; Potency, µM (titrated, usually from 115 µM), without a hit: at the highest dose activation, usual class: activators; 410,000 compounds, 0.075% hits; also: nearly all actives have a fitted effect of over 55% in size; some results filed as inactive show a strong effect at the top dose; inactives centre near -15; many of its hits are not listed in these tables
Target sequence (Q03431 whole entry, looked up): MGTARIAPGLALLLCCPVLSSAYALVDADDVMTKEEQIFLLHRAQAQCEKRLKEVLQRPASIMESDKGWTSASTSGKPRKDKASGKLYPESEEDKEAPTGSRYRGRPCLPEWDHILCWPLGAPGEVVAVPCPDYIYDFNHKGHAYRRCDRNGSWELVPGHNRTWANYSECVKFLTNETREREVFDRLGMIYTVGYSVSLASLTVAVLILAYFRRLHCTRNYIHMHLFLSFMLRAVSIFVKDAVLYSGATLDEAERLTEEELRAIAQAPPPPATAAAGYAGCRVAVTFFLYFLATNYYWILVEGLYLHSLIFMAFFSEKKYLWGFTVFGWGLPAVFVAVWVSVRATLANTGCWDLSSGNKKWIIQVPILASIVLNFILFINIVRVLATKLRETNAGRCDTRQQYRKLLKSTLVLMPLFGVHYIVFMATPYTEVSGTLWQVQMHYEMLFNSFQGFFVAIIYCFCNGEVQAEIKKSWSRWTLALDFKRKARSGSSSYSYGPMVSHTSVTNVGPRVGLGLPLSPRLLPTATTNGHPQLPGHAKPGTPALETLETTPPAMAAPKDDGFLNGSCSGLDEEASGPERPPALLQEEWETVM
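HEK-293-derived GP2 cells expressing PTHR1 and a GloSensor cAMP reporter, 3,000/well, plated overnight, given luciferin plus IBMX (each 0.5 mM as added) for 1 h at 37 °C, then compound for 1 h at 37 °C. Luminescence was read after 15 min at room temperature.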
TDP43 rescue: rescues yeast growth from TDP-43 toxicity; Potency, µM (doses to about 46.1 µM), for inactives: at the top dose growth rescue (activation), actives largely listed as activators; 410,000 compounds, 1.8% hits; AID 652104; TDP-43 expressing yeast growth rescue, BacTiter-Glo, 24 h; also: % of control where 0% means no effect; nearly all actives have a fitted effect of over 50% in size
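Growth rescue of TDP-43-toxic yeast measured as ATP luminescence (BacTiter-Glo). Cells grown to mid-log in raffinose, induced in galactose at OD600=0.02, exposed to compound 24 hr at 30 deg C.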
EPAC2 ag: activates human EPAC2 exchange factor; Q8WZA2; EPAC2 activation, biochemical qHTS; response scale: 100% = 6.5 mM cAMP response; Potency, µM (highest dose often 154 µM), for inactives: at the top dose activation, usual class: activators; 360,000 compounds, 0.079% hits; also: nearly all actives have a fitted effect of over 50% in size
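qHTS, titration series. 100 nM EPAC2 / 250 nM Rap1B-BODIPY-GDP / 50 uM GDP; RT; ex 480/em 540 nm, 5-min reads to 30 min. Norm. to 6.5 mM cAMP = activation.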
EPAC1 antagonist: antagonists of human EPAC1. O95398. EPAC1 GEF assay, Rap1b-BODIPY-GDP exchange fluorescence. Potency, µM (doses to about 115 µM), inactives show top-dose activity change, negative = inhibition, actives largely listed as inhibitors. 360,000 compounds, 0.14% hits. AID 720709;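 also: plate controls were vehicle for no effect and positive control for full effect; nearly all actives have a fitted effect of over 50% in size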
EPAC1 agonist: activates human EPAC1 exchange factor | O95398 | EPAC1 agonist qHTS, biochemical assay; response scale: 100% = response to 6.5 mM cAMP | Potency, µM (titrated, usually from 154 µM), for inactives: top-dose activation, most hits filed as activators | 360,000 compounds, 0.073% hits | AID 720707; also: nearly all actives have a fitted effect of over 60% in size
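Fluorescent GDP-exchange assay: 100 nM EPAC1 with 250 nM Rap1B preloaded with BODIPY-GDP and 50 uM GDP; compounds tested as concentration series, 5 min at room temperature, then read every 5 min for 30 min (ex 480/em 540 nm); normalized to 6.5 mM cAMP.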
Starred values were filed as active, the others as inactive; i = inactive; ? = inconclusive; / = no result given; [ ] = remark or other dose. Calls follow the shape of the dose curve; as a rule, active = well fitted curve in the direction sought with a large enough effect; inconclusive = small, poorly fitted or top-dose-only effect, or another doubt; inactive = no such curve, though single readings can be large; an effect the other way counts as inactive or inconclusive. Potency is read from the fitted curve at half-maximal effect. Only part of the results is shown. The share of hits here may be higher or lower than overall.

SMILES	FUS yeast rescue	EPAC2 antagonist	aSyn rescue	PTHR1 agonist	TDP43 rescue	EPAC2 ag	EPAC1 antagonist	EPAC1 agonist
COc1cc(NS(=O)(=O)c2c(C)[nH]c(C)c2C(=O)N2CCCCC2)cc(OC)c1OC	-19%	-2%	-8%	20%	-13%	3%	0%	-1%
O=C(NCCO)c1ccc2[nH]c3ccccc3c2c1	-10%	-16%	-3%	i	-12%	-11%	-21%	8%
CC1CN(Cc2csc(-c3ccc(Cl)cc3)n2)CC(C)O1 (configuration not stated)	24%	1%	-24%	-31%[inhibitor]	-24%[0.397 µM]	-3%	2%	-11%
CCOc1ccc(-c2csc(Cn3c(CN4CCN(C)CC4)nc4ccccc4c3=O)n2)cc1	/	11%	-23%	i	-7%	1%	-2%	-5%
COc1cc(OC)c2c(c1C(CCN1CCOCC1)c1ccc(N(C)C)cc1)OC(=O)CC2c1ccc(N(C)C)cc1 (configuration not stated)	-4%	-8%	7%	-23%	-11%	13%	-6%	0%
Cc1cc(C(C#N)c2ccccc2)n2ncnc2n1 (configuration not stated)	11%	10%	-1%	i	3%	3%	1%	-11%
C=CCNC(=O)c1ccc(C2SCC(=O)N2Cc2ccco2)cc1 (configuration not stated)	?	3%	0%	-7%	-23%	3%	4%	12%
c1ccc(NCn2cncn2)nc1	4%	-2%	2%	-13%[57.5 µM]	0%	-4%	14%	-8%
COc1ccc(C(=O)[C@H]2[C@H]3C(=O)N(c4ccccc4)C(=O)[C@H]3C3C=CC=NN32)cc1 (some centres not stated)	?	0%	-6%	-16%	-29%	13%	-3%	10%
COC(=O)[C@@]12C[C@@H](CC(=O)NCCCN3CCCC3=O)C(=O)N(Cc3cccc4ccccc34)C1=CCC(C)(C)C2	?	-15%	-2%	-23%	22%	-1%	12%	-1%
Cc1nc2ccc(NS(=O)(=O)c3c(F)cc(F)cc3Br)cc2s1	2%	-11%	?	-29%	16µM*	9%	-16%	5%
O=C1C(=O)N(CCN2CCOCC2)C(c2cccc(Cl)c2)/C1=C(/O)c1ccc2c(c1)OCO2 (configuration not stated)	10%	3%	-6%	?	4%	3%	4%	10%
COc1ccc(OC)c(CCNC(=O)CS(=O)(=O)Cc2nc(-c3ccccc3C)oc2C)c1	/	-3%	2%	-30%[inhibitor]	19%	0%	-9%	8%
COc1ccc(NC(=O)c2cc(-c3cccs3)on2)c(OC)c1	7%	-11%	-3%	-14%	-17%	9%	-15%	0%
Cc1ccc(-n2nnc(-c3cccnc3)n2)cc1	-14%	-6%	0%	-17%	9%	12%	5%	3%
Cc1cccc(-c2noc(CN(C(=O)CCc3ccccc3)C(C)C)n2)c1	?	-17%	0%	-5%[57.5 µM]	17%	25%	-6%	26%
O=C1NC(Cc2ccccc2)c2nc3cc(F)ccc3c(=O)n2-c2cc3ccccc3cc21 (configuration not stated)	?	4%	11%	-5%	12%	7%	2%	1%
Cc1cc(C)n(C(=O)CCC(=O)Nc2ccc(C)c(C)c2)n1	12%	6%	-13%	i	-5%	3%	9%	1%
CC(C)C(=O)Nc1cccc(C(=O)Nc2nccs2)c1	8%	-1%	-4%	-6%	-7%	11%	2%	4%
CC(C)(C)NC(=O)C(=O)NNC(=O)c1ccccc1	-14%	7%	1%	-16%	21%	4%	-7%	-5%

Quoted at random: 2 entries already listed
SMILES	FUS yeast rescue	EPAC2 antagonist	aSyn rescue	PTHR1 agonist	TDP43 rescue	EPAC2 ag	EPAC1 antagonist	EPAC1 agonist
c1ccc(NCn2cncn2)nc1	4%	-2%	2%	-13%[57.5 µM]	0%	-4%	14%	-8%
COc1cc(OC)c2c(c1C(CCN1CCOCC1)c1ccc(N(C)C)cc1)OC(=O)CC2c1ccc(N(C)C)cc1 (configuration not stated)	-4%	-8%	7%	-23%	-11%	13%	-6%	0%

Returning to the listing; the 2 compounds before the break are reprinted first.
SMILES	FUS yeast rescue	EPAC2 antagonist	aSyn rescue	PTHR1 agonist	TDP43 rescue	EPAC2 ag	EPAC1 antagonist	EPAC1 agonist
CC(C)C(=O)Nc1cccc(C(=O)Nc2nccs2)c1	8%	-1%	-4%	-6%	-7%	11%	2%	4%
CC(C)(C)NC(=O)C(=O)NNC(=O)c1ccccc1	-14%	7%	1%	-16%	21%	4%	-7%	-5%
Cc1n[nH]c(=O)c2c(NC(=O)CSc3nncs3)oc(C)c12	-11%	-10%	1%	i	11%	8%	10%	6%
COc1cc2cc[n+](Cc3ccc([N+](=O)[O-])cc3)cc2cc1OC	-28%	12%	0%	-28%	0%	11%	17%	2%
COc1ccc(N(CC(=O)Nc2c(C)cccc2C)S(=O)(=O)c2ccccc2[N+](=O)[O-])c(OC)c1	35%	-7%	-9%	-9%	6%	-1%	-10%	6%
CCC1Sc2ccc(S(=O)(=O)CCC(=O)Nc3ccc(NC(C)=O)cc3)cc2NC1=O (configuration not stated)	32%	3%	-6%	i	0%	8%	-27%	3%
Clc1ccc(-c2csc(Nc3cccnc3)n2)cc1	7%	9%	-1%	-2%	13%	6%	14%	1%
C=CCNC(=O)CSc1ncc2c(n1)-c1c(csc1SC)CC2	-2%	-3%	20%	-17%	20%	10%	12%	3%
CCOC(=O)c1ccc(/C=C2/C=C(c3ccccc3)N(c3ccc(Cl)c(C(=O)O)c3)C2=O)cc1	32%	?	-1%	-49%[inhibitor]	-19%	8%	?	19%
Cc1cc(-n2nc(C)cc2C)nc(NS(=O)(=O)c2ccccc2)n1	5%	18%	4%	-7%	6%	-7%	-3%	8%
O=C(CSc1nc(=O)n2cc(Cl)ccc2n1)Nc1ccc2c(c1)OCCO2	13%	7%	0%	i	-1%	-5%	-1%	5%
Nc1[nH]c(C(=O)c2ccccc2)c(-c2ccccc2C(F)(F)F)c1C(=O)NCc1cccc2ccccc12	3%	6%	-6%	i	16%	0%	11%	-5%
O=C(Nc1ncccc1O)c1ccc(S(=O)(=O)N2CCCCCC2)cc1	13%	-5%	-4%	i	-4%	11%	9%	4%
Cc1ccc(CC(=O)NC(C)CCc2ccccc2)cc1 (configuration not stated)	6%	3%	8%	i	?	5%	-14%	0%
COc1ccc(C(CC(=O)Nc2ccccn2)N2Cc3ccccc3C2=O)cc1 (configuration not stated)	-13%	0%	4%	-10%	-10%	-3%	2%	3%
COCCn1c(SCc2c(F)cccc2Cl)nc2c1c(=O)[nH]c(=O)n2C	24%	-3%	-2%	-10%[57.5 µM]	-3%	2%	1%	3%
O=c1[nH]c(CN2CCCCC2)nc2ccccc12	-12%	-1%[57.1 µM]	0%	i	3%	-9%	13%	-10%
COc1ccc(S(=O)(=O)n2c(N)nc3ccccc32)cc1	-2%	-12%	0%	-49%[inhibitor]	-1%	2%	-23%	4%
CC(=O)N1CCC(C(=O)Nc2ccc(S(=O)(=O)N3CCCCC3)cc2)CC1	9%	5%	-3%	i	15%	-2%	-8%	-2%
CCCCn1c(N)c(N(CCOC)C(=O)c2ccc(C)c(S(=O)(=O)N3CCCCC3)c2)c(=O)[nH]c1=O	1%	10%	4%	-18%	15%	1%	1%	?
COc1ccc(NC(=O)CN(C)S(=O)(=O)c2ccccc2)cc1	20%	2%	0%	-25%[57.5 µM]	-13%	-2%	4%	-11%
Cc1ccc(NC(=O)c2nc[nH]c2C(=O)N[C@@H](C)c2ccccc2)cc1	37%	1%	8%	-5%	?	8%	-16%	-19%
COc1cc(/C=C/C(=O)NC(C)CCc2ccccc2)cc(OC)c1OC (configuration not stated)	1%	0%	4%	-6%	4%	13%	-14%	7%
COc1ccc(CCC(=O)Nc2cccc(S(=O)(=O)N3CCCCCC3)c2)cc1	0%	-3%	7%	-14%	-10%	13%	-12%	18%
COc1ccc2[nH]c(C)c(CCNC(=S)Nc3cccc(C)c3C)c2c1	-7%	-9%	0%	i	18%	10%	-6%	2%
COc1ccc(/C=C2\SC(=S)N(CCC(=O)Nc3ccc(C(=O)O)cc3)C2=O)cc1	-26%	77%[activator]	-7%	-12%	8%	8%	?	-5%
O=C(c1ccc2c(=O)n(Cc3ccccc3)c(=S)[nH]c2c1)N1CCOCC1	9%	5%	0%	i	-4%	-1%	4%	-5%
CCOC(=O)Cc1nnc(Nc2ccc(C)cc2)c2ccccc12	9%	-18%	-1%	i	-11%	22%	-13%	4%
CCOC(=O)C1(CCc2ccccc2)CCN(C(=O)[C@@H]2C[C@@H](C)NC(=S)N2)CC1	29%	9%	-3%	i	-24%[0.397 µM]	-1%	-4%	-7%
COc1ccc(CNC(=O)c2cnc(C)cn2)c(OC)c1	32%	0%	5%	i	-4%	4%	8%	-2%
CN(Cc1ccccc1)c1nc2c(c(=O)[nH]c(=O)n2C)n1Cc1ccccc1	13%	15%	-15%	-7%[57.5 µM]	-19%	-3%	20%	-3%
Cc1ccc(C(=O)OC2=C(C(=O)c3ccccc3)N(C)S(=O)(=O)c3ccccc32)cc1	22%	/	12%	-4%	14%	/	/	/
CCS(=O)(=O)N1CCC(C(=O)NCc2ccc(F)cc2)CC1	-5%	10%	0%	i	-7%	2%	12%	1%
Cc1ccnc(NC(=O)c2ccc(S(=O)(=O)c3ccccc3)cc2)c1	-17%	4%	14%	-52%[inhibitor]	-1%	19%	-12%	14%
COc1cc(NC(=O)CN(C)S(=O)(=O)c2ccc(-c3ccc(=O)[nH]n3)s2)cc(OC)c1	21%	2%	4%	i	8%	0%	-13%	0%
C=C(C)CNC(=S)N1CCN(C(c2ccccc2)c2ccccc2)CC1	3%	-6%	2%	-10%	6%	7%	-5%	5%
CCc1nc(NCCC(C)C)c2nnn(Cc3ccccc3)c2n1	-9%	2%	16%	i	-1%	-10%	-15%	2%
COc1cc(OC)c2c(-c3ccccc3)cc(=O)oc2c1C(CCN1CCCC1)c1ccc2c(c1)OCO2 (configuration not stated)	32%	-17%	-6%	-3%	3%	3%	-19%	-9%
O=C1c2cccc(OCc3ccc(F)cc3)c2CCN1Cc1ccccc1	32%	-9%	10%	-33%[inhibitor]	?	4%	-8%	12%
CCOC(=O)C1=CC[C@@H](c2ccccc2)N(S(=O)(=O)c2ccc(C)cc2)[C@H]1c1ccc(CC)cc1	18%	11%	0%	i	6%	8%	-11%	-15%
CN1C(=S)N(c2ccccc2)C(=O)/C1=C/c1ccco1	/	0%	-4%	i	-2%	-13%	3%	1%
COc1cc(/C=C/C(=O)OCC(=O)NCc2ccc(F)cc2)ccc1O	2%	-10%	1%	-16%	0%	0%	-18%	-3%
O=C(CSCC(=O)Nc1cccc([N+](=O)[O-])c1)Nc1ccccc1	16%	-1%	-2%	i	-12%	-1%	1%	-5%

Screening results deposited in PubChem by National Center for Advancing Translational Sciences (NCATS).
